Compound activity: PubChem BioAssay, several laboratories
SUMO1 PPI mod = alters human SUMO1 binding to SIM partners. 0.33% of 360,000 active. P63165. SUMO1 binding to a labelled peptide, TR-FRET, 1 h. inhibition, % at 20 µM. AID 602429; in the data active means inhibition above about 37%
MsrA inhibitor = inhibits bovine methionine sulfoxide reductase A; purified bovine MsrA, absorbance read-out; inhibition, % at 15.5 µM; 0.75% of 360,000 active; AID 651718; in the data active means inhibition above about 4.5%;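 further: 0% = vehicle wells with enzyme and 100% = reference inhibitor wells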
TbMetRS inhib = Trypanosoma brucei MetRS inhibition; inhibition, % at 11.9 µM; purified T. brucei MetRS, ATP depletion, Kinase-Glo luminescence; 0.4% of 360,000 active;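 active means inhibition above a per-plate cutoff of the control wells' mean inhibition plus 3 SD, cut at about 5.5% in these data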;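 further: 0% = DMSO wells median and 100% = median of wells with control inhibitor compound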
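Test system – parasite MetRS enzyme · Reagent – substrates ATP, L-methionine and bulk Escherichia coli tRNA · Doses – 11.9 µM compound single dose, 0.9% DMSO · Times – 15 min enzyme-compound preincubation, 2 h reaction, 10 min detection, 25 °C · Signal – Kinase-Glo luminescence, ATP depletion format · Controls – DMSO-only wells as low control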
DNMT1 inh = blocks human DNA methyltransferase DNMT1; P26358; DNMT1 molecular beacon, Hinp1I cleavage, fluorescence; inhibition (reported as % activation of signal), % at 10 µM; 0.83% of 360,000 active; in the data active means inhibition above about 50%
Target sequence (P26358 504-1616 limits assumed): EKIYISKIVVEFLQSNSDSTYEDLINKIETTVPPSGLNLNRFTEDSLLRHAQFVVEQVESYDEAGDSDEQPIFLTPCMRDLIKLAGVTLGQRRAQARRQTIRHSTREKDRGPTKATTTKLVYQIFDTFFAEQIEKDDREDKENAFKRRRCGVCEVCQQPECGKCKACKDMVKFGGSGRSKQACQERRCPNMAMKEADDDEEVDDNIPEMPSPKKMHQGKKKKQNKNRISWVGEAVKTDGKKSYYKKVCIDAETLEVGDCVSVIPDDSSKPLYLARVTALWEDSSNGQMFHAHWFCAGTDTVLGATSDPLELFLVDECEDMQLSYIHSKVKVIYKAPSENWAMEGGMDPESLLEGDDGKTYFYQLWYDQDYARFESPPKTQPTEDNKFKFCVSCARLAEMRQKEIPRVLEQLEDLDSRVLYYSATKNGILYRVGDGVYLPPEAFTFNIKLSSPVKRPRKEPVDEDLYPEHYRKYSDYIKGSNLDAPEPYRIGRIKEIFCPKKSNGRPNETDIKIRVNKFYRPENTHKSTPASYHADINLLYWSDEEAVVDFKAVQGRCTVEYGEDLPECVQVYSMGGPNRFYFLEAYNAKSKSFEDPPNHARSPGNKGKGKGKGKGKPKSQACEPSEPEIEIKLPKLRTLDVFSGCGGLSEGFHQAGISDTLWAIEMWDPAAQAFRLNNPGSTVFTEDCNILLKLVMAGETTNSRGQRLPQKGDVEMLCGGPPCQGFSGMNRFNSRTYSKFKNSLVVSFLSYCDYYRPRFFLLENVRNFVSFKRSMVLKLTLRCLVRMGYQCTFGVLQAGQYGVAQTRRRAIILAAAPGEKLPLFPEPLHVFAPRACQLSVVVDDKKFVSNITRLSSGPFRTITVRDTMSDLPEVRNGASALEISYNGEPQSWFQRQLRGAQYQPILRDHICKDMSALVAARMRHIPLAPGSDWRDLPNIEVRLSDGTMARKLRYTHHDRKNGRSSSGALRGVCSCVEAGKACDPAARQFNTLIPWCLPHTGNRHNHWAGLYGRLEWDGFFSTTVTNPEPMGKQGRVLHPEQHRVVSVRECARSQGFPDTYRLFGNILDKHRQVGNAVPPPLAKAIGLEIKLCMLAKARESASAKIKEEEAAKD
Scp-1 inhibitor = blocks human Scp-1 phosphatase activity; Q9GZU7; Recombinant Scp1, phosphopeptide, malachite green phosphate absorbance; inhibition, % at 20 µM; 0.88% of 340,000 active;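 active means inhibition above about 50% at 20 µM, limit read from the data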;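 further: plate controls were DMSO wells with enzyme for no effect and wells lacking enzyme for full effect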
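Assay system: SCP-1 catalytic fragment, aa 76-261 | Buffer or medium: Tris acetate buffer pH 5.5 with MgCl2 and Tween-20 | Compound: One concentration, 20 µM, with 1.0% DMSO | Also added: Phospho 17-mer peptide substrate | Signal: Absorbance at 630 nm | Incubation: 45 min enzyme reaction at room temperature | Measure: % inhibition of SCP-1 phosphate liberation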
CSN deneddyl inh = inhibitors of human CSN-mediated cullin deneddylation; Q92905; 0.38% of 360,000 active; Purified CSN, SCF-Nedd8-OG deneddylation, fluorescence polarization; inhibition, % at 12.5 µM;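 active means pattern-corrected inhibition above about 35%, with an unprinted fluorescence ratio check between 0.5 and 1.5, limit read from the data, passing the limit was not always enough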;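 further: 0% = enzyme with substrate and 100% = substrate without enzyme; some results filed as inactive read as strong as hits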
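Assay system: purified human Csn5 enzyme expressed in HEK293T cells; measure: % inhibition; also added: SCFSkp2-Nedd8OG substrate at 10 nM final; technique: fluorescence polarization; times: reaction 90 min, room temperature; medium: Tris buffer pH 7.5, NaCl, DTT, Tween-20, trehalose, ovalbumin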
LMPTP block = LMPTP (human) inhibition; recombinant LMPTP-A, OMFP fluorogenic substrate, fluorescence intensity; inhibition, % at 20 µM; 0.22% of 360,000 active;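 active means compounds that cut the enzyme signal by at least half of the control window in the single-dose screen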;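 further: plate controls were DMSO wells with enzyme plus substrate for no effect and substrate without enzyme for full effect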
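test system = LMPTP-A | amount = 0.625 nM LMPTP-A final | reagent = fluorogenic phosphatase substrate OMFP at 400 µM final | incubation = 50 min at room temperature | benchmarks = no-enzyme low control, uninhibited high control | medium = Bis-Tris pH 6.0, DTT, detergent | signal = fluorescence intensity of OMFP turnover product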
Rpn11 inh = inhibitors of human proteasome Rpn11. 0.59% of 360,000 active. human 26S proteasome, Ub4-pepOG fluorescence polarization; 20S core pre-blocked with epoxomicin. calls only at 20 µM;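 active means inhibition at 20 µM, scaled to each plate's controls, above about 33%, limit read from the data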
NadD inh = NadD (S. aureus) enzyme inhibition; purified NadD enzyme, colorimetric absorbance read-out; inhibition, % at 20 µM; 0.78% of 360,000 active; in the data active means inhibition above about 26%; further: some compounds past the cut are filed as inactive
STEP block = blocks human striatal-enriched tyrosine phosphatase; AID 588621; P54829; 0.25% of 360,000 active; recombinant STEP, OMFP fluorogenic substrate, fluorescence; inhibition, % at 20 µM;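 active means inhibition at 20 µM, scaled per plate between control wells, above about 37%, limit read from the data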;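 further: 0% = DMSO with enzyme and substrate and 100% = substrate only without enzyme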
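Measure: Control-normalized % inhibition with plate pattern correction | Test system: STEP phosphatase, cell-free reaction | Medium: pH 6.0 Bis-Tris with DTT and Tween 20 | Technique: Fluorescence, 480/540 nm | Times: Reaction 20 min, ambient temperature | Doses: Single compound dose of 20 µM, 1% DMSO final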
Numbers without * were called inactive; i = inactive; . = not tested or not shown. This is a random part of the collection; about 3.9% have a hit in one of these screens.

item | mol | SUMO1 PPI mod | NadD inh | Scp-1 inhibitor | TbMetRS inhib | DNMT1 inh | LMPTP block | CSN deneddyl inh | MsrA inhibitor | Rpn11 inh | STEP block
1 | COc1ccc(-n2nnnc2-c2cnc3cc4c(cc3c2C)OCO4)cc1 | 0 | 3 | 10 | 0.4 | -1 | -0.7 | 0 | 0.0 | i | 1
2 | COc1c(S(=O)(=O)NCCN2CCOCC2)ccc(Cl)c1Cl | 1 | -1 | -3 | -0.6 | 0 | 1.2 | -1 | 1.8 | i | -1
3 | CC1(C)CC(NCc2ccccc2)CCO1 (configuration not stated) | -2 | -6 | 13 | -1.7 | 9 | 0.0 | 1 | 1.7 | i | -3
4 | NS(=O)(=O)c1cccc(NS(=O)(=O)c2cccc(C(F)(F)F)c2)c1 | 3 | 4 | 2 | -0.9 | -4 | -0.1 | 3 | 0.8 | i | -1
5 | COc1ccc2c(CN3CCN(c4ccc(Cl)c(Cl)c4)CC3)cc(=O)oc2c1 | 0 | 0 | . | -1.0 | 3 | 3.2 | -1 | -0.3 | i | 2
6 | C[C@H]1CN([C@@H](C)CO)S(=O)(=O)c2ccc(Br)cc2O[C@@H]1CN(C)S(=O)(=O)c1ccccc1F | 3 | -7 | . | -1.3 | 1 | -1.3 | 7 | 0.5 | i | -3
7 | CCOC(=O)c1sc2cc([N+](=O)[O-])cc(SCC(C)C)c2c1N | -6 | -3 | -9 | -1.4 | 4 | 0.6 | 20 | -1.4 | . | 0
8 | O=C(c1nc2ccccn2c1CN1CCCC(O)C1)N1CCN(C2CCCCC2)CC1 (configuration not stated) | -6 | -2 | -1 | -0.2 | 3 | 0.4 | 4 | -0.3 | i | -1
9 | CN(C)CCCN(C(=O)c1ccc(S(=O)(=O)N(C)C)cc1)c1nc2ccc(F)cc2s1 | 1 | -21 | -5 | -0.3 | 2 | -1.5 | 2 | 2.2 | i | 2
10 | OCC1(O)OC[C@@H](O)[C@H]1O (some centres not stated) | 1 | -2 | 1 | -0.7 | 0 | -1.8 | 4 | -0.3 | i | 1
11 | CCn1c(SCC(=O)Nc2nnc(C)s2)nnc1-c1ccco1 | 0 | 0 | -2 | -0.7 | 2 | -0.8 | 4 | 0.4 | i | -2
12 | Cn1c(=O)n(C)c2cc(C(=O)Nc3ccc(Br)cc3)ccc21 | 1 | -2 | 0 | -1.7 | 1 | 0.9 | -3 | -0.8 | i | 2
13 | CC(C)c1ccc(CN(C)C(=O)c2ccc(S(=O)(=O)NCc3ccco3)cc2)cc1 | 3 | -5 | -6 | -0.4 | -1 | 1.3 | -1 | 1.9 | i | 1
14 | CCN1CCCC(OC(=O)C(c2ccccc2)c2ccccc2)C1 (configuration not stated) | -1 | -1 | 1 | -1.0 | 3 | -1.2 | 0 | -1.5 | i | -4
15 | Nc1nc2ccc(Oc3ccccc3)cc2s1 | 2 | -1 | 6 | -0.7 | 1 | 0.1 | 3 | 0.3 | i | -2
16 | Cc1cc(C(=O)CSc2nc(N)cc(=O)[nH]2)ccc1F | 8 | -1 | 15 | -1.3 | 3 | -0.9 | -2 | -0.1 | i | -1
17 | CCCCc1ccc(NC(=S)NCCc2ccc(F)cc2)cc1 | 2 | 0 | 3 | -2.1 | -1 | 1.2 | 0 | -1.0 | i | 20
18 | O=C(Nc1ccc(Br)cc1Cl)c1ccc(OCC2CCCO2)cc1 (configuration not stated) | 6 | -4 | 0 | -0.3 | 5 | 0.8 | 2 | 0.4 | i | 0
19 | COc1ccc(NC(=O)COC(=O)C2CC2)cc1S(=O)(=O)N1CCCCC1 | 2 | 1 | 0 | 0.2 | 5 | 0.0 | -7 | 0.3 | i | 3
20 | O=C(NCc1cccs1)c1ccc(CS(=O)Cc2ccc(Cl)cc2)o1 (configuration not stated) | -2 | -5 | . | 0.3 | 8 | 0.6 | 3 | 0.8 | i | 2
21 | Cc1cccc(OC(=O)CCN2C(=O)C3C4C=CC(C5CC45)C3C2=O)c1C (configuration not stated) | -1 | 4 | -9 | -0.1 | -3 | -1.2 | 3 | -0.4 | i | 0
22 | Cc1oc2c(c1C(=O)NCc1cc(C(=O)O)co1)CCCC2 | -1 | 0 | -3 | -0.2 | 1 | -1.6 | -2 | 0.7 | i | 1
23 | Cc1cc(C)n(CCc2nc(-c3ccc(C(C)(C)C)cc3)cs2)n1 | 0 | 5 | 1 | 0.1 | 6 | 2.4 | 0 | 0.4 | i | 4
24 | CCCCN(CCCC)CC(O)COc1ccc(Br)cc1 (configuration not stated) | 1 | -12 | -5 | 0.0 | 0 | 2.9 | 1 | 0.9 | i | -1
25 | Cc1cccc(C)c1NC(=O)CN(Cc1ccccc1)Cc1ccccc1 | 2 | 1 | . | -0.9 | 1 | 1.7 | -4 | 1.3 | i | 3

In another format: results already given.
18. O=C(Nc1ccc(Br)cc1Cl)c1ccc(OCC2CCCO2)cc1 (configuration not stated)
  SUMO1 PPI mod: 6; NadD inh: -4; Scp-1 inhibitor: 0; TbMetRS inhib: -0.3; DNMT1 inh: 5; LMPTP block: 0.8; CSN deneddyl inh: 2; MsrA inhibitor: 0.4; Rpn11 inh: i; STEP block: 0

9. CN(C)CCCN(C(=O)c1ccc(S(=O)(=O)N(C)C)cc1)c1nc2ccc(F)cc2s1
  SUMO1 PPI mod: 1; NadD inh: -21; Scp-1 inhibitor: -5; TbMetRS inhib: -0.3; DNMT1 inh: 2; LMPTP block: -1.5; CSN deneddyl inh: 2; MsrA inhibitor: 2.2; Rpn11 inh: i; STEP block: 2

Next entries follow.
item | mol | SUMO1 PPI mod | NadD inh | Scp-1 inhibitor | TbMetRS inhib | DNMT1 inh | LMPTP block | CSN deneddyl inh | MsrA inhibitor | Rpn11 inh | STEP block
26 | CC(C)[C@H](NC(=O)c1ccc([N+](=O)[O-])cc1Cl)C(=O)N1CCN(C/C=C/c2ccccc2)CC1 | -33 | 0 | -7 | -0.1 | -2 | -0.3 | -4 | -0.3 | i | -2
27 | CCCCCC(=O)Nc1cc2[nH]c(=O)cc(COC)c2cc1C | 1 | -1 | 1 | -0.1 | -1 | -0.9 | -1 | 2.9 | i | -2
28 | C=CCOC(=O)C1C(=O)CC(C)(O)C(C(=O)OCC=C)C1c1ccc(OCC)cc1 (configuration not stated) | -1 | -5 | -9 | -1.0 | 1 | -0.3 | -2 | 1.2 | i | -6
29 | NNC(=O)c1ccc(COc2ccccc2)cc1 | -4 | 1 | -6 | 0.1 | -2 | 0.1 | -3 | 0.2 | i | 1
30 | c1ccc(-c2nc(C3CCCCC3)no2)cc1 | 0 | -4 | -7 | -1.0 | 11 | -0.5 | 9 | 0.0 | i | 0
31 | CC(=O)Nc1ccc(C(=O)N2CCCC(c3cc(C(=O)Nc4ccccc4)no3)C2)cc1 (configuration not stated) | 3 | 4 | . | -0.1 | 2 | -1.5 | 1 | -0.7 | i | 1
32 | CCCCn1nnnc1C1(C)CCC(=O)N1CCOc1ccccc1 (configuration not stated) | 0 | -3 | . | -1.2 | . | -0.8 | 3 | 1.0 | . | .
33 | O=CNCCCc1nc2ccccc2n1Cc1cccc2ccccc12 | -4 | -2 | -4 | -0.8 | 1 | 4.1 | 0 | -0.1 | i | 0
34 | Clc1cccc(Cl)c1Cn1c(-c2cccnc2Cl)nc2ccccc21 | 1 | 3 | -8 | -1.3 | 1 | 0.1 | -2 | . | i | 1
35 | Cc1ccc(C(=O)NC(=S)Nc2nc(-c3cccc([N+](=O)[O-])c3)cs2)c(Cl)c1 | -18 | -11 | 0 | -1.6 | 28 | 8.3 | -1 | 2.7 | i | 3
36 | Cc1ccc(C(=O)CSc2nnc(-c3ccncc3)n2C)cc1 | 2 | -1 | -4 | 0.4 | 3 | -0.3 | 1 | 1.3 | i | 1
37 | Cc1cnc(C(=O)OCC(=O)NC2CCCCC2)cn1 | 0 | 1 | 1 | 0.3 | -3 | -0.9 | -1 | 0.3 | i | -3
38 | CCCCOCP(=O)(CC)COCCCC | -3 | -1 | 1 | -0.9 | 2 | -3.1 | -1 | -0.2 | i | 0
39 | CCOc1cc(C(=O)NC2=NCCS2)cc(OCC)c1OCC | 3 | -1 | -7 | -0.1 | 1 | -0.3 | -2 | -0.8 | i | 0
40 | COCCCNC(=O)C1CC(=O)N(Cc2ccc(OC)cc2)C1 (configuration not stated) | 0 | -4 | -9 | -0.1 | -1 | -1.1 | 0 | -0.2 | i | 3
41 | Cc1cccc(NC(=O)COC(=O)C(NC(=O)c2cccc(S(=O)(=O)N3CCOCC3)c2)C(C)C)c1 (configuration not stated) | 1 | 1 | -9 | -0.1 | -2 | 0.3 | 0 | 0.4 | i | -1

Structures from the list above that contain two or more sulfur atoms (7):
item | mol | SUMO1 PPI mod | NadD inh | Scp-1 inhibitor | TbMetRS inhib | DNMT1 inh | LMPTP block | CSN deneddyl inh | MsrA inhibitor | Rpn11 inh | STEP block
4 | NS(=O)(=O)c1cccc(NS(=O)(=O)c2cccc(C(F)(F)F)c2)c1 | 3 | 4 | 2 | -0.9 | -4 | -0.1 | 3 | 0.8 | i | -1
6 | C[C@H]1CN([C@@H](C)CO)S(=O)(=O)c2ccc(Br)cc2O[C@@H]1CN(C)S(=O)(=O)c1ccccc1F | 3 | -7 | . | -1.3 | 1 | -1.3 | 7 | 0.5 | i | -3
7 | CCOC(=O)c1sc2cc([N+](=O)[O-])cc(SCC(C)C)c2c1N | -6 | -3 | -9 | -1.4 | 4 | 0.6 | 20 | -1.4 | . | 0
9 | CN(C)CCCN(C(=O)c1ccc(S(=O)(=O)N(C)C)cc1)c1nc2ccc(F)cc2s1 | 1 | -21 | -5 | -0.3 | 2 | -1.5 | 2 | 2.2 | i | 2
11 | CCn1c(SCC(=O)Nc2nnc(C)s2)nnc1-c1ccco1 | 0 | 0 | -2 | -0.7 | 2 | -0.8 | 4 | 0.4 | i | -2
20 | O=C(NCc1cccs1)c1ccc(CS(=O)Cc2ccc(Cl)cc2)o1 (configuration not stated) | -2 | -5 | . | 0.3 | 8 | 0.6 | 3 | 0.8 | i | 2
35 | Cc1ccc(C(=O)NC(=S)Nc2nc(-c3cccc([N+](=O)[O-])c3)cs2)c(Cl)c1 | -18 | -11 | 0 | -1.6 | 28 | 8.3 | -1 | 2.7 | i | 3
